G9a block: blocks human histone lysine methyltransferase G9a; AID 504332; Potency, µM (series often up to 102 µM), for the others: at the top dose activity, negative = inhibition, hits mostly inhibitors; 350,000 tested, 8.8% active; G9a H3K9 monomethylation, AlphaScreen, 2 h; Q96KQ7; further: potency means the concentration at half of the fitted maximal effect; on the % scale 0 is the no-effect control and ±100 the full control effect; nearly all actives have a fitted effect of over 75% in size
Target sequence (Q96KQ7 913-1193 limits assumed): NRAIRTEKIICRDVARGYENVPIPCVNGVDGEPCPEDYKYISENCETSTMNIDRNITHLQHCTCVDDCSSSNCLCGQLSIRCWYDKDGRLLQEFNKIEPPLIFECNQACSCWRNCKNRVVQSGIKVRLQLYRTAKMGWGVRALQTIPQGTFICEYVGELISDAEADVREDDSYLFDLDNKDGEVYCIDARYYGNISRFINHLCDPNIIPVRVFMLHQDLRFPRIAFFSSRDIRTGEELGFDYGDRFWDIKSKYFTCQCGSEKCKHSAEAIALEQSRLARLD
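AlphaScreen detection with an anti-monomethyl H3K9 antibody quantified product after a 2 h room-temperature reaction containing 500 nM biotinylated H3K9 peptide, 20 µM SAM and 20 nM enzyme, which had been preincubated 15 min with compound.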
JMJD2A Tudor inh: JMJD2A Tudor domain (human) inhibition. 390,000 tested, 4.4% active. Potency, µM (top dose mostly 114 µM), for the others: at the highest dose activity change, negative = inhibition, most hits filed as inhibitors. AlphaScreen JMJD2A-Tudor / H3K4me3 peptide binding. AID 504339; further: potency means the concentration at half of the fitted maximal effect; on the % scale 0 is the no-effect control and ±100 the full control effect; nearly all actives have a fitted effect of over 50% in size
12-LOX inh: blocks human arachidonate 12S-lipoxygenase | P18054 | purified 12hLO, xylenol orange hydroperoxide absorbance | Potency, µM (top dose mostly 108 µM), for the others: at the highest dose activity change, negative = inhibition, hits mostly inhibitors | 580,000 tested, 1.1% active | AID 1671190; further: potency means the concentration at half of the fitted maximal effect; on the % scale 0 is the no-effect control and ±100 the full control effect
Target sequence (P18054 whole entry, looked up): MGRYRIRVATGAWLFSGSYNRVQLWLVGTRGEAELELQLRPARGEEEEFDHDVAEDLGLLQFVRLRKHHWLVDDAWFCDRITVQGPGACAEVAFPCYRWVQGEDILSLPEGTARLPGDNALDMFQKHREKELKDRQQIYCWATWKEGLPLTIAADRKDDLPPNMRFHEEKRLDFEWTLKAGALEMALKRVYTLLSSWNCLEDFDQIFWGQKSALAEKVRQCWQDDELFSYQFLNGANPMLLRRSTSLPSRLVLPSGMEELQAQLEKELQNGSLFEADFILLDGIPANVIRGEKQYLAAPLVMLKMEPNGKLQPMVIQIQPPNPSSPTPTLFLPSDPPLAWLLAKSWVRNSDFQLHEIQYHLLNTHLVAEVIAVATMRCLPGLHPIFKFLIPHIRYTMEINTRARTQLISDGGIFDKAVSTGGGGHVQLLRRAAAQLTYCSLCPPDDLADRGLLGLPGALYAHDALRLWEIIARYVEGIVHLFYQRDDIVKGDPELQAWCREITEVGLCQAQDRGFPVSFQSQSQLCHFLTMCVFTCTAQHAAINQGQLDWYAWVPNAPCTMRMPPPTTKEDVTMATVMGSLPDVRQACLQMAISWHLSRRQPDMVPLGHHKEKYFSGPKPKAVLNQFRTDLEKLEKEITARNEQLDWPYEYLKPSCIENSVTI
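Hydroperoxide product was detected by ferrous iron/xylenol orange as the 573 to 405 nm absorbance ratio. Arachidonic acid at 40 uM (final) was turned over for 30 min at room temperature by 150 nM human 12hLO, pH 7.0 Hepes buffer, after 15 min compound preincubation.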
PI4K2A inh: PI4K2A (human) kinase inhibition | purified PI4K2A, ADP-Glo luminescence, 1 h; stronger effect = lower value | 420,000 tested, 0.13% active | activity change, negative = inhibition, % at 76.9 µM | Q9BTU6 | AID 1346378; in the data active means activity change below about -50%; inconclusive means mostly about -30% to -49%;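 further: -100% = wells without enzyme as full effect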
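PI4K2A activity was measured by ADP-Glo luminescence: enzyme (4 ug/mL stock) and phosphatidylinositol (1.2 mM stock) in Tris pH 7.5/MgCl2/EGTA/Triton X-100 buffer were reacted with ATP (300 microM stock) for one hour at ambient temperature.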
BAZ2B block: inhibitors of human BAZ2B bromodomain; Potency, µM (series often up to 114 µM), inactives show at the top dose activity change, negative = inhibition, actives largely listed as inhibitors; Q9UIF8; 360,000 tested, 4.4% active; AID 504333; AlphaScreen BAZ2B-H3K14Ac peptide displacement; further: potency means the concentration at half of the fitted maximal effect; on the % scale 0 is the no-effect control and ±100 the full control effect; nearly all actives have a fitted effect of over 60% in size
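AlphaScreen displacement: compounds (up to 110uM) incubated 30 min at room temperature with a preformed 50 nM BAZ2B/50 nM biotinylated H3K14Ac peptide complex in PBS pH 7.4 with Tween-20. Donor and acceptor beads at 10 ug/mL final added, 20 min light-protected before reading.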
GLS inhibitor: blocks human kidney-isoform glutaminase activity; 410,000 tested, 0.21% active; Potency, µM (top dose mostly 45.5 µM), for inactives: at the highest dose activity change, negative = inhibition, actives largely listed as inhibitors; GLS enzymatic activity, qHTS titration; further: potency means the concentration at half of the fitted maximal effect; on the % scale 0 is the no-effect control and ±100 the full control effect
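Two-point fluorescence kinetic (t0, 30 min RT) for hKGA; glutamate detected via glutamate oxidase–HRP–Amplex Red. Substrate: 1 mM L-glutamine solution; buffer 45 mM KH2PO4, pH 8.2.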
RGS4 inh: human RGS4 inhibition | P49798 | Potency, µM (highest dose often 114 µM), without a hit: at the highest dose activity change, negative = inhibition, most hits filed as inhibitors | 390,000 tested, 0.039% active | Transcreener GDP fluorescence polarization, RGS4-accelerated GTP hydrolysis; further: potency means the concentration at half of the fitted maximal effect; on the % scale 0 is the no-effect control and ±100 the full control effect; nearly all actives have a fitted effect of over 75% in size; some results filed as inactive show a strong effect at the top dose
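MLSMR compounds (23 nl, pin-transferred) preincubated 10 min at room temperature with a 500nM (2x) first reagent, then RGS4 at 900nM (2x) plus Transcreener GDP mix added; fluorescence polarization (620/688 nm) read before and after 90 min at 30 °C.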
HP1b binding inh: HP1-beta chromodomain-methylated histone interaction inhibition | Potency, µM (highest dose often 114 µM), without a hit: top-dose activity change, negative = inhibition, actives largely listed as inhibitors | AlphaScreen HP1-beta / biotin-H3K9me3 peptide binding | P83916 | 390,000 tested, 0.56% active; further: potency means the concentration at half of the fitted maximal effect; nearly all actives have a fitted effect of over 70% in size; inactives centre near 23
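HP1-beta protein (50 nM final) preincubated 30 min at room temperature with biotinylated H3(1-18)K9me3 peptide (50 nM) in PBS pH 7.4, 0.01% Tween-20, then compound added for 30 min. AlphaScreen streptavidin donor/nickel chelate acceptor beads (10 ug/mL final), 30 min dark, luminescence read.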
ERG-DNA inh: ERG Ets/DNA interaction inhibition. 370,000 tested, 0.028% active. fluorescence polarization, His-ERG Ets domain / labelled DNA. P11308. Potency, µM (highest dose often 76.9 µM), inactives show top-dose FP activity, negative = inhibition, actives largely listed as inhibitors. AID 624246; active means well fitted inhibition curve with a large enough effect in the polarisation, with a control signal flat; inconclusive means small, poorly fitted or top-dose-only effect, or effect the other way, or a change in a side signal; inactive means no such curve, though single readings can be large or run the other way; the % refers to the polarisation;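 further: polarization taken with two DNA probes labelled with fluorescein and Texas red; potency means the concentration at half of the fitted maximal effect; % of control where 0% means no effect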
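His-tagged ERG Ets domain (1 uM in the protein solution; 300mM KCl, 50mM Tris-HCl, 1mM EDTA, 1mM DTT, pH 7.5) received compound, then a probe mix of 5 nM fluorescein-DNA and 100nM Texas-615-DNA. Fluorescence polarization was read for both dyes.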
* hit, by the source's call; i = inactive; ? = inconclusive; · = no result given; & = joins results of further samples; [ ] = dose if it differs, or a comment. Unless noted, the call rests on the fitted dose curve; in most records, active means well fitted curve in the direction sought with a large enough effect; inconclusive means small, poorly fitted or top-dose-only effect, or another doubt; inactive means no such curve, though single readings can be large; an effect the other way counts as inactive or inconclusive.

Results follow in this order: 12-LOX inh	BAZ2B block	G9a block	GLS inhibitor	RGS4 inh	ERG-DNA inh	JMJD2A Tudor inh	HP1b binding inh	PI4K2A inh
O=c1c2ccccc2n2c(-c3cccc(F)c3)nnc2n1Cc1ccccc1
  -25%&5%	-3%&0%	-28%[59 µM]	0%&2%	6%&5%	1%&3%	-14%&-13%	10%&16%	-3&-5
COc1ccc(NC(=S)N2CCC(c3ccc(C)cc3)C2)cc1 (stereo not drawn)
  ?	-19%	6%	2%	6%	19%	-18%	37%	2
Cc1nc2nc(COc3ccccc3)[nH]n2c(=O)c1Cl
  -3%	?	?	3%	10%	-8%	-22%	29%	6
Cc1ccc(C(=O)COC(=O)c2cccc(NC(=O)c3ccc([N+](=O)[O-])cc3[N+](=O)[O-])c2)cc1
  1%	-8%	·	9%	-19%	10%	?	-12%	-4
CCOc1ccc2nc(N3CCC(C(=O)Nc4ccc(Br)cc4F)CC3)sc2c1
  -12%	3%	0%[59 µM]	10%	-5%	-7%	-1%	34%	1
O=C1NC(=O)C2(N1)c1ccccc1-c1ccccc12
  -16%	·	·	2%	19%	-1%	-13%	19%	-3
N#CC1(c2ccccc2)CCCN1C(=O)c1ccccc1Br (stereo not drawn)
  344%[activator]	-4%	-11%	0%	9%	6%	-8%	30%	-3
O=C(Nc1cccc(/C=C/c2nc3ccccc3c(=O)[nH]2)c1)c1ccccc1Cl
  0%	7%	·	-5%	0%	-7%	-12%	37%	2
O=C(N/N=C/c1ccc2c(c1)OCCO2)c1ccncc1
  i	-14%	-43%	-8%	-5%	-9%	-1%	21%	2
COc1ccc(OC)c(C(=O)CN2C(=O)N(c3cc(C)cc(C)c3)S(=O)(=O)c3ccccc32)c1
  -22%	-16%	-1%[59 µM]	-17%	28%	-9%	-22%	-7%	-3
O=C(O)CCN1c2ccccc2Sc2ccccc21
  0%	?	-41%[12.7 µM]	36%[activator]	19%	-14%	-5%	37%	-1
Cc1ccc2cc(C#N)c(SCC(=O)NNC(=O)Cc3ccccc3)nc2c1
  -8%	-3%	-11%[59 µM]	5%	19%	11%	-8%	29%	-3
CC(C)(C)C1CCC(C(=O)Nc2nccs2)CC1 (stereo not drawn)
  12%	-23%	33%	-3%	3%	2%	-12%	47%[activator]	0
COCCn1c(C)cc(/C=C2/SC(=O)N(C(C)C(=O)OC)C2=O)c1C (stereo not drawn)
  ?	?	?	7%	-12%	2%	?	-6%	2
Cc1cc(C(=O)Nc2ccccc2)oc1C
  326%[activator]	-36%[57.1 µM]	3%	0%	-7%	-5%	-19%	17%	-3
Cc1ccccc1CN1CCN(S(=O)(=O)c2cccc3nsnc23)CC1
  1%	?	·	16%	13%	-5%	?	-4%	-1
CCO[C@@H]1OC(C(=O)NCc2ccccc2)=C[C@H](c2ccccc2)[C@H]1CCCO
  -20%	-4%	-37%[59 µM]	2%	13%	6%	-14%	16%	2
CCOC(=O)c1ccc(N=Cc2nc(-c3ccccc3)oc2OC(C)=O)cc1
  ?	-25%	7.9µM*	71%[activator]	-37%	4%	-7%	39%	2
COC(=O)/C(=C\c1cc(OC)c(OC)c(OC)c1)c1nc2ccccc2[nH]1
  -1%	-28%	-31%	-1%	-35%	3%	-5%	50%[activator]	5
CN1C(=O)C2(C(C#N)=C(N)Oc3c2oc(CO)cc3=O)c2ccccc21 (stereo not drawn)
  2%	3%	10%[12.7 µM]	-2%	-9%	·	-9%	30%	2
O=C(c1ccco1)c1cn(CCOc2ccc(F)cc2)c2ccccc12
  -8%	-13%	5%[59 µM]	-2%	11%	7%	-5%	26%	-1
CCCCCCCNc1cccc(C)c1
  192%[activator]	1%	-2%	-2%	-19%	-26%	4%	35%	-2
O=C(CCCN1C(=O)c2ccccc2C1=O)Nc1cccnc1
  1%	2%	-5%[59 µM]	2%	10%	-3%	-4%	28%	9
Cc1ccc(S(=O)(=O)N2CCCCC2)cc1NC(=O)COC(=O)c1c(F)cccc1F
  -2%	-1%	8%	-9%	-10%	-2%	-18%	35%	1
CC1(C)Cc2c(sc3c2c(=N)n(Cc2ccco2)c(=O)n3CC(=O)Nc2cccc(Cl)c2)CO1
  0%	·	?	-3%	-26%	-6%	-20%	14%	-10
O=C(CN1C(=O)c2cccnc2Oc2ccc(Cl)cc21)NCCC1=CCCCC1
  0%	-36%	4%	-6%	-1%	-8%	-5%	33%	5
NC(=O)C1CCN(CC(=O)Nc2cccnc2Cl)CC1
  i	0%	-30%	-4%	1%	-5%	-10%	5%	-4
CCCC(C(=O)NC(C)(C)C)N(CC1CCCO1)C(=O)CNS(=O)(=O)c1ccc(F)cc1 (stereo not drawn)
  ?	-10%	13%	2%	-6%	3%	1%	20%	1
CC1CCCCN1CCCNC(=O)c1sc2ncccc2c1-n1cccc1 (stereo not drawn)
  4%	-18%	-29%[59 µM]	4%	26%	1%	-26%	10%[57 µM]	-4
O=C(NCCc1ccc2c(c1)OCCO2)c1cc(S(=O)(=O)N2CCCC2)ccc1Br
  7%	·	·	13%	-19%	-3%[15.4 µM]	-23%	6%	-1

Three entries from above, with values ahead of the structure.
12-LOX inh,BAZ2B block,G9a block,GLS inhibitor,RGS4 inh,ERG-DNA inh,JMJD2A Tudor inh,HP1b binding inh,PI4K2A inh,canonical_smiles
12%,-23%,33%,-3%,3%,2%,-12%,47%[activator],0,CC(C)(C)C1CCC(C(=O)Nc2nccs2)CC1 (stereo not drawn)
?,?,?,7%,-12%,2%,?,-6%,2,COCCn1c(C)cc(/C=C2/SC(=O)N(C(C)C(=O)OC)C2=O)c1C (stereo not drawn)
326%[activator],-36%[57.1 µM],3%,0%,-7%,-5%,-19%,17%,-3,Cc1cc(C(=O)Nc2ccccc2)oc1C

New compounds follow
Results follow in this order: 12-LOX inh	BAZ2B block	G9a block	GLS inhibitor	RGS4 inh	ERG-DNA inh	JMJD2A Tudor inh	HP1b binding inh	PI4K2A inh
Cc1ccc(-n2nc(C(=O)N3CCCCC3)c(=O)n(C)c2=O)cc1
  -14%	-2%	8%[59 µM]	-9%	0%	4%	-19%	9%[57 µM]	2
COc1ccc(/C=N/NC(=O)COc2cc(C)cc(C)c2)cc1COC(C)=O
  7%	5%	2%	6%	15%	11%	-3%	12%	1
Cc1ccc(S(=O)(=O)N2CCN(C(=O)CN3C(=O)NC4(CCCCC4)C3=O)CC2)c(C)c1
  0%	10%	-31%	15%	16%	-8%	-12%	4%	1
COc1ccc(NC(=O)c2c(NCc3cccs3)sc3c2CCCC3)cc1
  ?	-36%	14µM*	-4%	-52%	-10%	?	-4%	-2
N#Cc1ccc(NCC(=O)N2CCN(S(=O)(=O)c3ccccc3)CC2)cc1
  9%	-2%	16%[12.7 µM]	-1%	1%	6%	-1%	66%[activator]	-6
Cc1ccc(Cl)cc1N1CCN(C(=O)c2ccc(CS(=O)c3ccccc3)o2)CC1 (stereo not drawn)
  ?	-27%	?	-18%	-4%	-3%	-16%	23%	-18
CCCc1nnc(NC(=O)C2CCN(C(=O)C3CC(=O)N(c4ccc(C)cc4)C3)CC2)s1 (stereo not drawn)
  -21%	-2%	-27%	-11%	-8%	-8%	-4%	3%	-17
Cn1nc(C(C)(C)C)cc1C(=O)NNC(=O)c1ccc(C(F)(F)F)cc1
  140%[activator]	-2%	-4%	17%	35%	13%	-2%	39%	-7
COc1ccc(-c2csc(NC(=O)C3CC(=O)N(Cc4ccco4)C3)n2)cc1 (stereo not drawn)
  ?	?	?	-4%	?	42%[activator]	-7%[11.4 µM]	?	-6
O=[N+]([O-])c1cc(S(=O)(=O)C(F)(F)F)ccc1NCC1CCCO1 (stereo not drawn)
  19%	-27%	1%	-4%	-26%	13%	?	-28%	4
COc1ccc(NC(=O)c2ccc3c(c2)sc2nc(-c4ccc(OC)cc4)cn23)cc1
  -21%	?	?	-4%	7%	-2%	-32%	-12%	0

Part of the list above, reduced to ERG-DNA inh.
| SMILES | ERG-DNA inh |
| --- | --- |
| CCCc1nnc(NC(=O)C2CCN(C(=O)C3CC(=O)N(c4ccc(C)cc4)C3)CC2)s1 (stereo not drawn) | -8% |
| Cc1cc(C(=O)Nc2ccccc2)oc1C | -5% |

Not all compounds are listed; count on the stated rates, not on these rows.
